Thrombin inh – thrombin (human) inhibition | P00734 | alpha-thrombin, Boc-VPR-AMC fluorogenic substrate cleavage | inhibition, % at 5 µM | actives 0.26% (n = 220,000) | AID 1046;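 active means inhibition at or above 40%; inactive means inhibition below 40%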;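 further: 0% = enzyme with no compound and 100% = wells without enzyme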
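System: human alpha-thrombin protein; Compound dosing: one concentration per compound, 5 µM, with 0.2% DMSO; Timing: reaction at room temperature; Technique: AMC fluorescence, 355/460 nm; Controls: enzyme without compound as high, wells lacking enzyme as low.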
KCC2 mod – modulates chloride dependent transport by human KCC2 | AID 1456 | Q9H2X9 | KCC2 cells, thallium flux FluoZin-2 fluorescence | B-score of Tl+ flux slope (higher = more flux/activation; lower = inhibition) at 10 µM | actives 2.2% (n = 190,000);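 active means thallium flux slope and its plate-corrected score both differing from the plate sample mean at a set confidence after two filtering rounds, in either direction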;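 further: slope of fluorescence scaled to starting intensity during 10 to 20 s after thallium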
FXIIa inh 1536 – blocks human coagulation factor XIIa protease activity | purified FXIIa, Boc-QGR-AMC fluorogenic substrate, 2 h | inhibition, % at 5 µM | actives 0.3% (n = 220,000); in the data active means inhibition above about 40%;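 further: 0% = enzyme with no compound and 100% = blank without enzyme; many of its hits are not listed in these tables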
hK5 inh – kallikrein 5 (human) inhibition | actives 0.59% (n = 210,000) | inhibition, % at 5 µM | recombinant hK5, fluorogenic AMC substrate cleavage | Q9Y337;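 active means inhibition of 40% or more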;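 further: 0% = enzyme controls without compound and 100% = no-enzyme blanks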
Target sequence (Q9Y337 67-293 limits assumed): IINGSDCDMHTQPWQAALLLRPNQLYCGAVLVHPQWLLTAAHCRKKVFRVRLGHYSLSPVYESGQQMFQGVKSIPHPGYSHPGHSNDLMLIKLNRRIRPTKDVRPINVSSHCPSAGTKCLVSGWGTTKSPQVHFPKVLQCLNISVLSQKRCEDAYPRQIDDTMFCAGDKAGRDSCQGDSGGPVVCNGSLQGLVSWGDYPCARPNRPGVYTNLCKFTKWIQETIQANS
Wee1 degr inh – blocks degradation of human Wee1 kinase. P30291. HeLa Luc-Wee1K328M stability, luciferase luminescence; 100% = proteasome inhibitor MG132 effect. reporter increase, % at 5 µM. actives 1.2% (n = 220,000);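 active means activation above the mean of all tested compounds plus 3 SD, set per screening run, cut at about 8.8% in these data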;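 further: cells exposed to compound for 20 h before luminescence read; 0% = DMSO alone and 100% = MG132 at 30 µM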
FXIa inh – factor XIa (human) inhibition. P03951. actives 0.14% (n = 220,000). inhibition, % at 5 µM. purified FXIa, Boc-Glu-Ala-Arg-AMC fluorogenic substrate;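 active means inhibition of at least 40%; inactive means inhibition below 40%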;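 further: fluorescence of freed AMC excited at 355 nm; 0% = enzyme without compound and 100% = no enzyme blank; many of its hits are not listed in these tables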
PERK inh – human PERK inhibition, primary cell-based screen | actives 0.17% (n = 220,000) | CHO PERK-DD fusion, SEAP luminescence translation reporter | Q9NZJ5 | inhibition, % at 5.6 µM;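 active means inhibition above the mean inhibition of all tested compounds plus 3 SD, set separately per screening campaign, cut at about 2.9% in these data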;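 further: PERK kinase domain activated by AP20187 dimerizer at 100 nM; 0% = DMSO with dimerizer and 100% = rapamycin at 8.4 µM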
p97 inhibitor – inhibitors of human p97 ATPase; P55072; recombinant p97 ATPase, Kinase-Glo ATP luminescence, 3 h; inhibition, % at 8 µM; actives 0.42% (n = 220,000); AID 1481; in the data active means inhibition above about 15%;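 further: 0% = DMSO vehicle and 100% = wells lacking enzyme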
Target sequence (P55072 whole entry, looked up): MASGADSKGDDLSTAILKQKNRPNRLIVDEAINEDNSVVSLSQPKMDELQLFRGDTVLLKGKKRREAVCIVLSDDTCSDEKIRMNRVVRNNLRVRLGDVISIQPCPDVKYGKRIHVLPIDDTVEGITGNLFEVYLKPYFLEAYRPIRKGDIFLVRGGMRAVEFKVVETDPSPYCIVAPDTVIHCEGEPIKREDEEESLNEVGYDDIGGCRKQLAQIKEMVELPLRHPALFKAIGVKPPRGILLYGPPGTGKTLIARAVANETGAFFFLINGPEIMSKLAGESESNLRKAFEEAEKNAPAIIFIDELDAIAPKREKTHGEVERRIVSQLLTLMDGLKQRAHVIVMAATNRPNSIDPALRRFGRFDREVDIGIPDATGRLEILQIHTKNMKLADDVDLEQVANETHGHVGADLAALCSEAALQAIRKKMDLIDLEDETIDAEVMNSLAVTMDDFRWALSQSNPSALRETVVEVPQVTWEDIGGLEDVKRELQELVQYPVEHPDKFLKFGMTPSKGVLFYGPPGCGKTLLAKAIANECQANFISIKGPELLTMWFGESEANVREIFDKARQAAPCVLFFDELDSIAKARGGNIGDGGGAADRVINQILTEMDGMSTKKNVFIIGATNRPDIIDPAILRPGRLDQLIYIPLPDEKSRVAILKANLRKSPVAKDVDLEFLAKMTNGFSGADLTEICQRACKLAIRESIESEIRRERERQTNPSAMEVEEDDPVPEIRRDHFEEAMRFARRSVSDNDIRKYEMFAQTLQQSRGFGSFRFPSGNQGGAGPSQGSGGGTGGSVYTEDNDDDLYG
Furin inhibitor – inhibitors of human furin; P09958; purified furin, fluorogenic substrate cleavage; inhibition, % at 30 µM; actives 0.061% (n = 220,000); AID 463115; in the data active means inhibition above about 25%; further: inactives centre near -15
Numbers without * were called inactive; . = not tested or not shown; [ ] = remark or other dose. Hits appear at their usual frequency; about 4.4% have a hit in one of these screens.

Order of values – Thrombin inh, KCC2 mod, FXIIa inh 1536, hK5 inh, Wee1 degr inh, FXIa inh, PERK inh, p97 inhibitor, Furin inhibitor
O=C(CSc1nc2ccccc2o1)NCc1ccc2c(c1)OCO2
 : -6, 1, 14, -3, -2, -2, 0.9, 4, -16
CC(C)c1ccc(/C=C/C(=O)NC2CCCCC2)cc1
 : -3, 0.73, 8, -10, -3, 5, 1.0, 2, -19
CCCNC(=O)/C=C/C(=O)O
 : 2, -0.33, -6, -21, 2, -6, -0.4, 3, -13
COc1ccc(CCNC(=O)c2ccc3c(c2)NC(=O)C(N2CCOCC2)S3)cc1OC (centres undefined)
 : 6, ., 15, 5, -3, 4, 0.8, 1, -12
O=C(NC1CCCC1)c1noc2c1CCCCC2
 : -4, ., 2, 1, 1, -6, 0.1, 3, -30[20 µM]
CCOC(=O)c1cnc(NCc2ccccc2)nc1C
 : 4, 0.67, 12, 3, 5, 4, -0.4, 1, -8
C=CCn1c(SCC(=O)NC(=O)NCc2ccco2)nc2sc(C)c(C)c2c1=O
 : 5, ., 15, -18, 0, 0, -0.1, -3, -17
CCOC(=O)c1c(CC(C)C)csc1NC(=O)CCl
 : 3, -0.42, -2, -2, 0, -1, 0.3, 2, -12[20 µM]
CC(C)NC(=O)c1cnn2c1NC(c1cccs1)CC2C(F)(F)F (centres undefined)
 : 4, ., 20, -5, 0, 9, -0.3, 2, -17[20 µM]
CC(C(=O)N1CCN(c2ccc(Cl)cc2)CC1)c1ncc(C(F)(F)F)cc1Cl (centres undefined)
 : -8, -1.1, 5, 0, -2, -4, -1.1, -1, -9[20 µM]
CCOC(=O)C(C(=O)OCC)C(CC(=O)C1CC1)c1ccccc1 (centres undefined)
 : -3, ., -3, 12, -1, 16, -0.7, 3, -12
O=C(NCc1ccccn1)c1cccc(NS(=O)(=O)c2cccc(F)c2)c1
 : -13, -0.29, 11, -13, 1, 6, 0.2, 3, -29
CN1CCN(NC(=O)c2ccc(Cl)cc2Cl)CC1
 : -12, -0.55, 5, -14, 1, 0, 0.2, 0, -15
Cc1cc(C)nc(N2C(=O)CC(C(=O)O)NC2=NCCc2c[nH]c3ccccc23)n1 (centres undefined)
 : 1, 0.45, 14, -5, 2, 7, 0.6, 5, -19
O=C(COC(=O)c1nc(Cl)ccc1Cl)NCc1ccccc1
 : -10, -0.87, 8, -1, 0, -1, 1.4, 3, -19

Next section:
Order of values – Thrombin inh, KCC2 mod, FXIIa inh 1536, hK5 inh, Wee1 degr inh, FXIa inh, PERK inh, p97 inhibitor, Furin inhibitor
CC(=O)N1CCC(=NNc2ccc(S(N)(=O)=O)cc2[N+](=O)[O-])CC1
 : 3, 1, 13, 2, -2, 0, 2.0, 2, -14
CCOc1ccc(CN2CCN(C/C=C/c3ccc(OC)cc3)CC2CCO)cc1 (centres undefined)
 : -13, 0.47, 4, -2, 0, -4, -0.4, -2, -17
O=C(Nc1ccccc1)N1CCc2scc[n+]2-c2ccccc21
 : -4, 1.5, 7, -9, -4, 5, 2.0, 6, -21
CCCOc1ccc(NC(=O)C2CCCNC2=O)cc1 (centres undefined)
 : 1, ., -14, 5, -1, -4, 1.1, 7, -17[20 µM]
COC(=O)c1cc(NC(=O)c2ccoc2C)cc(C(=O)OC)c1
 : 1, ., 5, 40*, 1, 2, -0.2, 1, -24
CCc1ccc2nc3sc(C(=O)O)cc3cc2c1
 : 2, -1, 8, -2, 0, -2, 1.1, 7, -30
COC(=O)CC1c2cc(OC)c(OC)cc2CC(=O)c2cc(OC)c(OC)cc21 (centres undefined)
 : 3, 1.4, 4, -3, 0, 6, 0.5, -2, -14
O=C(CN1CCOCC1)Nc1cccc(S(=O)(=O)N2CCCCCC2)c1
 : ., 0.17, 3, -1, -3, 0, 0.0, 5, -14
COc1ccc(C)cc1-n1c(SCC(=O)Nc2cccc(C(=O)O)c2)nc2ccccc2c1=O
 : -9, -0.8, 5, -10, 1, 0, 0.0, -3, -10
NC(N)=NC(N)=Nc1ccc2ccccc2c1
 : 1, 1, 12, ., -4, 2, 0.8, 3, -19
CCOC(=O)C1=C(C)N=C2SCCC(=O)N2C1c1ccc(C(=O)OC)cc1 (centres undefined)
 : -2, ., 3, -1, 1, -4, -1.2, -1, -13[20 µM]
C=CCN1C(=O)/C(=C2/Sc3ccc(OC)cc3N2C)SC1=Nc1cccc(O)c1
 : -5, -0.13, 4, 7, 0, -4, -0.6, -3, 8
Cc1ccc(N=Nc2c(=O)[nH]n3c(C)cc(C)nc23)cc1
 : 0, -0.22, -3, 2, 11*, -4, 1.6, 0, -5[20 µM]
CC(Sc1nnc2c(n1)C1(C)CCC2C1(C)C)C(=O)Nc1ccccc1 (centres undefined)
 : 4, ., 22, -11, 2, 5, -0.9, -5, -18[20 µM]
O=C(Oc1ccccc1C(=O)N1CCOCC1)c1ccc(Br)cc1
 : -3, -1.3, 4, -8, -4, -4, -2.2, -1, -14[20 µM]

(listing goes on)
Order of values – Thrombin inh, KCC2 mod, FXIIa inh 1536, hK5 inh, Wee1 degr inh, FXIa inh, PERK inh, p97 inhibitor, Furin inhibitor
CCCCCCCC(=O)NC(Nc1ccccc1OC)C(Cl)(Cl)Cl (centres undefined)
 : 2, 0.47, 13, 7, 0, -2, 0.7, 0, -20[20 µM]
COc1ccc(Cl)cc1NC(=O)CN(C)CC(=O)Nc1ccccc1N1CCOCC1
 : -3, 0.69, 9, 1, 8, 0, 0.0, -8, -18
COc1ccccc1-c1cc(C(=O)NCc2ccc(Cl)cc2)no1
 : -9, 0.023, 35, -23, 1, 10, -0.6, 1, -20
Cc1cccc(Nc2nnc(SCC(=O)NCc3cccs3)s2)c1
 : 1, -0.34, 4, -2, -2, -4, 0.0, 0, -24
O=C(COC(=O)CCCNC(=O)c1ccc(Cl)cc1)NC1CC1
 : 1, 0.61, 15, -23, -1, 3, 0.5, 0, -21
CC(=O)C1=C(O)C(=O)OC1c1ccc(Cl)cc1 (centres undefined)
 : -3, 0.092, 4, 3, -4, 2, 0.5, 8, -16
O=C(CSc1cccc2cccnc12)N/N=C/c1ccncc1
 : 27, 0.86, 10, 1, 6, -1, -0.3, 1, -16
COc1ccccc1NC(=O)NCc1ccco1
 : -21, 0.62, 12, 2, 3, 2, 0.6, 1, -28
COc1cc(C(=O)OCC(=O)Nc2cc(C)on2)c([N+](=O)[O-])cc1OC
 : 0, 0.53, -4, -24, -1, -13, -0.1, 4, -29
Cc1ccc(CN2C(=O)CCC2C(=O)NC2CC2)cc1 (centres undefined)
 : 6, ., 3, 4, -2, 4, 1.5, 5, -26
CC(=O)Nc1ccc(NC(C)=O)s1
 : 0, -0.0094, 18, -21, 2, 4, 0.4, -1, -14
CC(=O)N(NC(=O)c1ccc(C)cc1)C1CC(=O)N(c2ccccc2Cl)C1=O (centres undefined)
 : -5, -0.28, 7, -9, -1, 5, 0.9, 3, -1
CS(=O)(=O)N(CC(=O)NC1CCCCC1)Cc1ccc(F)cc1
 : -6, 0.93, 9, ., 0, -3, 0.1, 0, -17
C/C(=C\c1ccccc1)CN1CCN(c2cccc(Cl)c2)CC1
 : 1, -0.64, 18, -7, -2, -2, 0.8, 0, -17[20 µM]
CC(C)(C)Nc1c(N)c(=O)oc2ccccc12
 : 3, 0.0055, 12, -8, -4, 4, -0.6, 4, -13[20 µM]

Rewritten with values ahead of the structure: part of the list above
Thrombin inh	KCC2 mod	FXIIa inh 1536	hK5 inh	Wee1 degr inh	FXIa inh	PERK inh	p97 inhibitor	Furin inhibitor	SMILES
-5	-0.13	4	7	0	-4	-0.6	-3	8	C=CCN1C(=O)/C(=C2/Sc3ccc(OC)cc3N2C)SC1=Nc1cccc(O)c1
0	-0.22	-3	2	11*	-4	1.6	0	-5[20 µM]	Cc1ccc(N=Nc2c(=O)[nH]n3c(C)cc(C)nc23)cc1
4	.	22	-11	2	5	-0.9	-5	-18[20 µM]	CC(Sc1nnc2c(n1)C1(C)CCC2C1(C)C)C(=O)Nc1ccccc1 (centres undefined)
-3	-1.3	4	-8	-4	-4	-2.2	-1	-14[20 µM]	O=C(Oc1ccccc1C(=O)N1CCOCC1)c1ccc(Br)cc1
2	0.47	13	7	0	-2	0.7	0	-20[20 µM]	CCCCCCCC(=O)NC(Nc1ccccc1OC)C(Cl)(Cl)Cl (centres undefined)
-3	0.69	9	1	8	0	0.0	-8	-18	COc1ccc(Cl)cc1NC(=O)CN(C)CC(=O)Nc1ccccc1N1CCOCC1
-9	0.023	35	-23	1	10	-0.6	1	-20	COc1ccccc1-c1cc(C(=O)NCc2ccc(Cl)cc2)no1
1	-0.34	4	-2	-2	-4	0.0	0	-24	Cc1cccc(Nc2nnc(SCC(=O)NCc3cccs3)s2)c1
1	0.61	15	-23	-1	3	0.5	0	-21	O=C(COC(=O)CCCNC(=O)c1ccc(Cl)cc1)NC1CC1
-3	0.092	4	3	-4	2	0.5	8	-16	CC(=O)C1=C(O)C(=O)OC1c1ccc(Cl)cc1 (centres undefined)
27	0.86	10	1	6	-1	-0.3	1	-16	O=C(CSc1cccc2cccnc12)N/N=C/c1ccncc1
-21	0.62	12	2	3	2	0.6	1	-28	COc1ccccc1NC(=O)NCc1ccco1
0	0.53	-4	-24	-1	-13	-0.1	4	-29	COc1cc(C(=O)OCC(=O)Nc2cc(C)on2)c([N+](=O)[O-])cc1OC
6	.	3	4	-2	4	1.5	5	-26	Cc1ccc(CN2C(=O)CCC2C(=O)NC2CC2)cc1 (centres undefined)
0	-0.0094	18	-21	2	4	0.4	-1	-14	CC(=O)Nc1ccc(NC(C)=O)s1
-5	-0.28	7	-9	-1	5	0.9	3	-1	CC(=O)N(NC(=O)c1ccc(C)cc1)C1CC(=O)N(c2ccccc2Cl)C1=O (centres undefined)

Later entries.
compound	Thrombin inh	KCC2 mod	FXIIa inh 1536	hK5 inh	Wee1 degr inh	FXIa inh	PERK inh	p97 inhibitor	Furin inhibitor
O=C(Nc1ccccc1N1CCOCC1)C1CCN(S(=O)(=O)c2ccc(F)cc2)CC1	-1	0.22	12	-22	-2	7	0.9	5	-7
COC(=O)Nc1nc2ccc(-c3n[nH]c(=O)c4ccccc34)cc2[nH]1	-3	0.17	10	-10	0	5	-0.5	3	-18
O=C(C(Cc1ccccc1)n1cccc1)N1CCN(c2ncccn2)CC1 (centres undefined)	-7	.	14	-8	1	8	-0.2	-1	-24
CC1CCN(C(=O)CNS(=O)(=O)c2ccc(Br)s2)CC1	-5	.	9	-18	1	7	-0.5	-2	-22[20 µM]
COc1ccc(Cn2cc(F)c(=O)n(C)c2=O)cc1[N+](=O)[O-]	-6	-1.1	8	4	2	1	-0.7	1	-14
CCn1cc(C2=NOC(C(=O)Nc3ccc4c(c3)OCO4)C2)c(C)n1 (centres undefined)	3	0.35	4	-2	-2	3	-0.4	3	-10
C=CCC1CCCC(=O)N2CC[C@H](O)C12 (some centres undefined)	4	-0.57	9	-2	2	1	1.1	-3	-14
Cc1ccc(-c2nnc(NCc3nc4ccccc4[nH]3)c3ccccc23)cc1S(=O)(=O)N1CCCCC1	-3	-1.4	-2	-4	2	4	0.2	11	-18
O=C1OC(c2ccccc2)=C/C1=C/c1cccs1	-4	-0.0011	19	-11	-1	10	0.7	5	-3
